NPC1 prom act – activates the NPC1 promoter; Huh7 NPC1 promoter luciferase reporter, 24 h; 320,000 compounds, 2.4% hits; AID 485313; Potency, µM (titrated, usually from 9.22 µM), inactives show at the highest dose activation, hits mostly activators;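 note: potency is the fitted concentration of half-maximal effect; % of control where 0% means no effect; nearly all actives have a fitted effect of over 60% in size; reporter is driven by a mutant NPC1 promoter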
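Luciferase expression driven by the NPC1 promoter was measured in stably transfected Huh7 cells after a 24 h compound incubation, using a luciferase reagent and a luminescence read.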
RORgamma inh – blocks mouse ROR gamma transcriptional activity; Drosophila S2 Gal4-RORgamma UAS-luciferase reporter, 20 h; P51450; Potency, µM (titrated, usually from 53.6 µM), for inactives: at the top dose activity change, negative = inhibition, most hits filed as inhibitors; 310,000 compounds, 5.4% hits; AID 2551; note: potency is the fitted concentration of half-maximal effect; % is set by controls: 0 for no effect and ±100 for the full control effect; nearly all actives have a fitted effect of over 60% in size
Target sequence (P51450 whole entry, looked up, the tested form may be a part): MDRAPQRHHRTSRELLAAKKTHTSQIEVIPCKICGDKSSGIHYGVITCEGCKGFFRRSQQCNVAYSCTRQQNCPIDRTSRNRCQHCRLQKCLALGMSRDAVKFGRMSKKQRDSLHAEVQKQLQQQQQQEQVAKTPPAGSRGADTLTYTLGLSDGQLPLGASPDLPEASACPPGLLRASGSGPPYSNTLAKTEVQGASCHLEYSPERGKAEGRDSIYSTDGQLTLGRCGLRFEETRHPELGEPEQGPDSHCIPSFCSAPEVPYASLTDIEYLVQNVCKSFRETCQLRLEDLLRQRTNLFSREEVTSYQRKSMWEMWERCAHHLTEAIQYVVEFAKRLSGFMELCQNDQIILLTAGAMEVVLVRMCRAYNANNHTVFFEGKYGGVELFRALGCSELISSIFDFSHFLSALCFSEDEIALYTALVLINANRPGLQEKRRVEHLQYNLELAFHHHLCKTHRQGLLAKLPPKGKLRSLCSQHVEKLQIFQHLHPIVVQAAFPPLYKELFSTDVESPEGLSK
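Luminescence from a UAS-regulated Photinus luciferase reporter in stably transfected Drosophila Schneider cells is measured; decreased signal marks ROR gamma inhibition. Fusion expression is induced by 700 uM copper sulfate for 20 hr.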
Menin MLL FP TR – inhibitors of human menin-MLL interaction, mutant MLL peptide. Potency, µM (top dose mostly 61.6 µM), inactives show at the highest dose FP activity change, negative = inhibition, actives largely listed as inhibitors. Menin + Texas Red MLL mutant peptide, fluorescence polarization. O00255. AID 1768. 270,000 compounds, 0.23% hits; active = well fitted inhibition curve with a large enough effect in the polarisation, with a control signal flat, not every such curve was filed as active; inconclusive = small, poorly fitted or top-dose-only effect, or effect the other way, or a change in a side signal; inactive = no such curve, though single readings can be large or run the other way; the % refers to the polarisation; note: potency is the fitted concentration of half-maximal effect; % of control where 0% means no effect; many of its hits are not listed in these tables
Giardia kill – kills Giardia lamblia. 340,000 compounds, 0.15% hits. activity change, % at 7.66 µM, hits read low. AID 540267. Giardia lamblia trophozoite viability; in the data active = activity change below about -80%; inconclusive = between about -30% and that limit;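 note: parasites exposed to compound for two days anaerobically before the ATP read; % is set by controls: 0 for no effect and ±100 for the full control effect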
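Luminescent ATP signal served as the viability read-out, measured 15-30 min after adding ATP detection reagent to trophozoites that had been incubated with compounds for 48 hrs at 37 deg C anaerobically at 100 cells/well.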
FLuc modulator – inhibits or activates purified firefly luciferase, miR-21 counter-screen | P08659 | purified FLuc, Km substrates, luminescence inhibition | Potency, µM (series often up to 57.5 µM), for the others: top-dose activity change, negative = inhibition, hits mostly inhibitors | 360,000 compounds, 6.9% hits;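 note: potency is the fitted concentration of half-maximal effect; plate controls were vehicle for no effect and reference inhibitor for full effect; nearly all actives have a fitted effect of over 55% in size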
Target sequence (P08659 whole entry, looked up): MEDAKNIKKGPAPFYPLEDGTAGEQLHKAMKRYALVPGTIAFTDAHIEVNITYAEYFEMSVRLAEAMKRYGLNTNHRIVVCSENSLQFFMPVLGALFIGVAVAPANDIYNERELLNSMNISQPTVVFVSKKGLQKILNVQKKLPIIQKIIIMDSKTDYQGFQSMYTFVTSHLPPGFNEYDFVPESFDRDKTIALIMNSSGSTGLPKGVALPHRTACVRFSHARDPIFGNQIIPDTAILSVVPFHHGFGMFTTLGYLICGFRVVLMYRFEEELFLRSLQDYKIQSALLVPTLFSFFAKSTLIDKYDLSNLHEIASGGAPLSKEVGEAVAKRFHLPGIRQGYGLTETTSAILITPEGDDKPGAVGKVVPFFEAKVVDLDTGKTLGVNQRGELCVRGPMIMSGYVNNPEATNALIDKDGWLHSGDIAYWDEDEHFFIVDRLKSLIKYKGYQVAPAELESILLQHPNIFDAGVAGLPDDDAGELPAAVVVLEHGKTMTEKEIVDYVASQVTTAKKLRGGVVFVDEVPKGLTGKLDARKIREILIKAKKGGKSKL
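Purified P. pyralis luciferase (10nM final) with 10uM D-luciferin and 10uM ATP (Km levels) in 50mM Tris acetate pH 7.5, 10mM Mg acetate, 0.01% Tween-20, 0.05% BSA; qHTS 6-point titration, ~60 µM downward; luminescence read.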
PKM2 activator – PKM2 (human) enzyme activation | P14618 | purified PKM2, Kinase-Glo ATP luminescence, activation; response scale: 0% is enzyme alone, no compound | Potency, µM (highest dose often 57.5 µM), for the others: at the highest dose activation, usual class: activators | 260,000 compounds, 0.34% hits | AID 1631; note: potency is the fitted concentration of half-maximal effect; % is set by controls: 0 for no effect and ±100 for the full control effect; nearly all actives have a fitted effect of over 55% in size
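Kinase-Glo luminescence reports ATP generated from ADP (0.1 mM) and PEP (0.5 mM) by purified hPK-M2 after 1 h at room temperature, pH 7.2 imidazole buffer; intermediate enzyme activity allows detecting inhibitors and activators.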
ELG1 genotox – induces genotoxicity in HEK293T cells with luciferase-tagged ELG1 | HEK293T ELG1-luciferase reporter, luminescence, 16 h | Potency, µM (highest dose often 46 µM), inactives show at the highest dose activity change, positive = activation, hits mostly activators | 330,000 compounds, 1.3% hits | AID 504466; note: potency is the fitted concentration of half-maximal effect; % of control where 0% means no effect; nearly all actives have a fitted effect of over 60% in size
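Step 1: seed 2,000 HEK293T ELG1-luciferase cells per well. Step 2: add compound or DMSO, incubate 16 hr at 37 °C. Step 3: ONE-Glo, 30 min at room temperature, read luminescence.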
Gal4-VP16 FLuc – inhibits Gal4-VP16 luciferase reporter, ROR gamma counter-screen; 310,000 compounds, 3.5% hits; Drosophila S2 Gal4-VP16 UAS-luciferase, luminescence, 20 h; Potency, µM (doses to about 53.6 µM), for the others: at the top dose activity, negative = inhibition, usual class: inhibitors; AID 2546;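 note: Gal4-VP16 expression switched on by copper sulfate through the metallothionein promoter; potency is the fitted concentration of half-maximal effect; % is set by controls: 0 for no effect and ±100 for the full control effect; nearly all actives have a fitted effect of over 50% in size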
p53 reactivator – re-activators of mutant p53; AID 504706; Potency, µM (top dose mostly 92.2 µM), for inactives: top-dose activity change, positive = activation, usual class: activators; 320,000 compounds, 0.063% hits; H1299 p53-A138V BP100-luciferase reporter, luminescence, 24 h; note: potency is the fitted concentration of half-maximal effect; % of control where 0% means no effect; nearly all actives have a fitted effect of over 45% in size
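H1299 (p53-null), stable ts p53-A138V + BP100-Luc; 1000 cells/well, Opti-MEM/10% FBS; cpd 4 pt, 1:5; 24 h, 37 deg C, 5% CO2; detection reagent 10 min RT; luminescence.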
Rab9 prom act – Rab9 promoter activation; Huh7 Rab9 promoter-luciferase reporter, luminescence, 24 h; Potency, µM (top dose mostly 9.22 µM), without a hit: at the top dose activation, negative = inhibition, actives largely listed as activators; 320,000 compounds, 2.8% hits; AID 485297; note: potency is the fitted concentration of half-maximal effect; % of control where 0% means no effect; nearly all actives have a fitted effect of over 60% in size
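Stable Rab9-luc Huh7, 1500 cells/well, 2 h settle; cmpd in DMSO, 24 h, 37 °C/5% CO2; luciferase reagent 10 min RT; luminescence.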
BRCA1 expr up – BRCA1 expression activation. MCF7-BRCA1-FFLuc reporter, luminescence, 48 h; response scale: scaled: vehicle 0%, 10 µM genistein 100%. Potency, µM (titrated, usually from 46.1 µM), without a hit: top-dose activation, hits mostly activators. 380,000 compounds, 1.1% hits; note: potency is the fitted concentration of half-maximal effect; nearly all actives have a fitted effect of over 80% in size; some results filed as inactive show a strong effect at the top dose
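First, MCF7-BRCA1-FFLuc cells (2000/well) attach for 2 h; next, compounds are pin-added and incubated 48 h at 37 °C; finally, luciferase reagent is added and luminescence read after 15 min.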
* hit, by the source's call; ? = inconclusive; · = not tested or not shown; [ ] = remark or other dose. Unless noted, calls come from the whole dose curve; as a rule, active = well fitted curve in the direction sought with a large enough effect; inconclusive = small, poorly fitted or top-dose-only effect, or another doubt; inactive = no such curve, though single readings can be large; an effect the other way counts as inactive or inconclusive. The list is partial; the hit share may differ from the screen's.

Results follow in this order: NPC1 prom act | ELG1 genotox | p53 reactivator | Giardia kill | Gal4-VP16 FLuc | BRCA1 expr up | RORgamma inh | Menin MLL FP TR | FLuc modulator | Rab9 prom act | PKM2 activator
> O=C(C1=C[C@H](c2ccccc2)C[C@H](OCCCCO)O1)N1CCN(Cc2ccccc2)CC1
  -6% | 0% | -2% | 7 | -1% | 7% | 22% | ? | 0% | 0% | -3%
> Cc1nc2ccc(NC(=O)c3nn(CC(C)C)c(=O)c4ccccc34)cc2s1
  0% | 8% | 0% | 3 | -9% | -23% | 42% | -13% | ? | -2% | ?
> COc1ccc(N(C)C(=O)c2ccc(NC(=O)CCS(=O)(=O)c3cccs3)cc2)cc1
  -5% | 6% | 4% | -8 | 2% | 0% | -14% | -15% | 0% | 1% | 0%
> CCOCCn1ccc2c(OCC(=O)Nc3ccccc3F)cccc2c1=O
  8% | 0% | 5% | 4 | · | 4% | · | · | -9% | 2% | ·
> Cc1ccc(S(=O)(=O)N2CCCN(C(=O)c3ccc(-n4nccc4C)cc3)CC2)cc1
  -1% | -7% | -2% | -9 | · | -29% | · | · | 2% | -6% | ·
> CC1=Nc2ccccc2N=C(NC(=O)CSc2nnnn2-c2ccccc2)C1c1ccccc1 (configuration not stated)
  · | · | · | -29 | -4% | -40% | 26% | 13% | -4% | · | -2%
> O=C(CN(C(=O)CNC(=O)c1ccco1)c1ccc(F)cc1)NC1CCCCC1
  -1% | 0% | 4% | -5 | 3% | -12% | -2% | 20% | 0% | -1% | -6%
> Cc1ccccc1NC(=O)CCNS(=O)(=O)c1ccc2c(c1)CCC(=O)N2
  -7% | 0% | -7% | 11 | -2% | -20% | -8% | 5% | 0% | -1% | ·
> CCCSc1nc2c(c(=O)[nH]c(=O)n2C)n1CC(O)COc1ccccc1 (configuration not stated)
  -1% | -8% | -3% | 10 | -16% | -11% | 17% | · | 0% | -3% | 0%
> O=c1[nH]c2ccccc2n1C1CCCCC1
  -6% | 2% | -3% | -14 | 1% | 4% | 17% | -7% | 5% | -7% | 0%
> COc1ccc(CCNC(=O)CCc2ccc(S(=O)(=O)NC(C)C)cc2)cc1
  1% | -3% | -8% | 14 | 0% | -3% | -2% | -4% | 2% | -4% | 5%
> COc1cc2nc(CN3CCN(S(=O)(=O)c4c(F)cccc4F)CC3)[nH]c(=O)c2cc1OC
  1% | -4% | 1% | -7 | · | -18% | · | · | 4% | 0% | ·
> CCCCOc1cccc(C(=O)Nc2ccc(N3CCN(CC)CC3)cc2)c1
  -1% | ? | ? | 10 | 0% | -2% | 4% | -21% | -18% | 15% | 3%
> CC(Sc1nnc(-c2cccnc2)n1N)C(=O)NCCC1=CCCCC1 (configuration not stated)
  -1% | 1% | 2% | -17 | · | 1% | · | · | -1% | -5% | ·
> CC1=CC(=C2C=CC(=O)C=C2)C=C(C)N1C
  -17% | -2% | 1% | · | ? | · | 3% | -14% | -1% | -27% | -11%
> O=C(O/N=C1/CCSc2ccccc21)c1ccc(F)cc1
  7% | 0% | 10% | 5 | 3% | 7% | 26% | -6% | 0.34µM* | -1% | -8%
> O=C(Cn1cc(S(=O)(=O)N2CCCC2)c(S(=O)(=O)N2CCCC2)c1)NCc1ccco1
  -5% | -1% | 6% | 5 | 1% | 6% | 13% | · | 2% | -2% | ·
> COc1c(F)c(F)c(C(=O)O)c(Nc2ccc(C)cc2)c1F
  2% | 1% | 1% | -7 | -4% | 2% | 19% | 17% | -5% | -3% | -2%
> COc1ccc(C)c(Cn2c(-c3nonc3N)nc3ccccc32)c1
  -25% | 2% | -6% | 9 | -18% | -55% | -41% | -6% | 3% | -2% | 0%
> Cc1ccc(S(=O)(=O)N2CCN(C(=S)NCc3ccc4c(c3)OCO4)CC2)cc1
  0% | -8% | -5% | 17 | 3% | -20% | 22% | 1% | -2% | -1% | ?
> O=C(Nc1ccc2oc(-c3ccncc3)nc2c1)c1ccc(F)cc1
  -12% | -4% | -4% | -18 | 1% | -14% | 2% | 10% | -7% | -21% | -8%
> COc1ccc(S(=O)(=O)N2CCCCCC2)cc1C(=O)N(C)Cc1ccc(OC)c(OC)c1OC
  -5% | -6% | -1% | -23 | · | -34% | · | · | 2% | -8% | ·
> CC1CC(C)CN(CCCNC(=O)Cn2cccc2C(=O)c2ccccc2)C1 (configuration not stated)
  -2% | 0% | -3% | 3 | 5% | -1% | -4% | -13% | 2% | -11% | ·
> O=C(/C=C/c1ccco1)Nc1cccc(C(=O)Nc2ccccc2C(=O)O)c1
  -3% | -6% | 3% | 0 | -3% | 0% | -2% | · | 21µM* | 1% | ?
> COc1cc2c(cc1OC)C(C)N(S(=O)(=O)c1ccc(C)cc1)CC2 (configuration not stated)
  -2% | 0% | -6% | 8 | -20% | 46% | -3% | ? | 0% | -1% | ·
> CCc1cccc(NC(=O)C2CCN(S(=O)(=O)c3cccs3)CC2)c1
  -2% | -16% | 0% | 11 | 4% | -50% | ? | ? | 2% | 2% | -1%
> O=C(CN1CCN(c2ccccc2O)CC1)NCCCc1ccccc1
  1% | 0% | 0% | 2 | -6% | -10% | 10% | -10% | 1% | -7% | -4%
> O=C(Nc1ccc(-c2nnn(CC(=O)N3CCN(C(=O)c4ccco4)CC3)n2)cc1)c1ccccc1F
  16% | -6% | -3% | · | -1% | · | 3% | ? | 11µM* | 24% | 2%
> Cc1ccccc1C(=O)Nc1ccc(N2CCCCCC2)cc1
  ? | ? | 28% | 5 | -5% | ? | 14% | -12% | 11µM* | ? | -2%
> COc1cc2c(cc1OC)C(c1ccc([N+](=O)[O-])cc1)NC(=O)C2 (configuration not stated)
  1% | 14% | -11% | 8 | 2% | 0% | -3% | -5% | -1% | 3% | 0%
> CCCCNC(=S)NC(=O)c1ccccc1Br
  1% | 7% | 8% | 1 | 11µM* | 53% | 7.9µM* | 5% | -8% | 5% | 0%
> CN(Cc1cnccn1)C(=O)CC1C(=O)NCCN1Cc1cccc(Oc2ccccc2)c1 (configuration not stated)
  -6% | 0% | 0% | 28 | 4% | 2% | 6% | -7% | 2% | -3% | 4%
> C=CCn1c(=O)c2ccccc2n2c(SC(C)C(N)=O)nnc12 (configuration not stated)
  1% | 1% | 3% | 39[activator] | 0% | -3% | 14% | -8% | 1% | 1%[1.84 µM] | ·
> CC1CN(C(=O)c2cc3cc(Cl)cc(Cl)c3oc2=O)CC(C)O1 (configuration not stated)
  -1% | -1% | -1% | -10 | -4% | 7% | -17% | -22% | -2% | 0% | 4%
> COc1ccc(Cn2c3nc4ccccc4nc3c3c(=O)n(Cc4ccco4)c(C)nc32)cc1
  -3% | ? | 5% | · | -29% | · | -100% | 6% | -4% | -1% | 23%
> COc1ccc(-c2cccc(-c3cc(=O)oc4cc5c(cc34)OCO5)c2)cc1
  · | 6% | 8% | -21 | 0% | -12% | 19% | -29% | · | · | ·
> Cc1c(Nc2nc3ccccc3nc2NS(=O)(=O)c2cccc(Cl)c2)c(=O)n(-c2ccccc2)n1C
  -1% | 0% | -6% | 26 | 5% | -8% | 27% | 8% | 3% | -3% | -2%
> CCN(CCCNC(=O)C1CCC(=O)N1Cc1ccccc1Cl)c1cccc(C)c1 (configuration not stated)
  -3% | -4% | -4% | -9 | -3% | -3% | ? | 0% | 1% | -3% | 9%
> COc1ccc(C(=O)COC(=O)c2ccc3ccccc3n2)cc1
  1% | 1% | 8% | 3 | -6% | -21% | 3% | 5% | 21µM* | 3% | 1%
> COC(=O)NCC(C)OC(=O)Nc1cccc(Cl)c1 (configuration not stated)
  9% | -1% | 0% | 7 | 0% | 50% | -7% | 0% | ? | ? | -8%
> COc1ccc(C2C=C(c3ccc(F)cc3)NC(=S)N2)cc1OC (configuration not stated)
  -9% | 0% | -2% | -26 | ? | ? | 8.9µM* | -6% | 0% | -25% | -3%
> Cc1ccc(S(=O)(=O)c2nc(-c3ccccc3)oc2NCCCN2CCOCC2)cc1
  -2% | -2% | -2% | -2 | -20% | -1% | -28% | -11% | -2% | -1% | 8%
> COC(=O)c1ccc(CSc2nc3c(cnn3-c3ccc(Cl)cc3)c(=O)[nH]2)o1
  -5% | -6% | ? | 10 | -2% | -10% | 3% | ? | 5% | -4% | 9%

Screening data as filed in PubChem BioAssay.
